AmpC inh detg: blocks E. coli AmpC beta-lactamase in detergent assay | P00811 | AmpC hydrolysis of nitrocefin, absorbance 480 nm, 0.01% Triton | Potency, µM (doses to about 114 µM), for the others: at the highest dose activity change, negative = inhibition, actives largely listed as inhibitors | actives 0.041% (n = 370,000) | AID 485294;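 note: potency is the fitted concentration of half-maximal effect; 0% = no-compound wells and -100% = no-enzyme wells; nearly all actives have a fitted effect of over 25% in size; some results filed as inactive show a strong effect at the top dose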
Target sequence (P00811 whole entry, looked up): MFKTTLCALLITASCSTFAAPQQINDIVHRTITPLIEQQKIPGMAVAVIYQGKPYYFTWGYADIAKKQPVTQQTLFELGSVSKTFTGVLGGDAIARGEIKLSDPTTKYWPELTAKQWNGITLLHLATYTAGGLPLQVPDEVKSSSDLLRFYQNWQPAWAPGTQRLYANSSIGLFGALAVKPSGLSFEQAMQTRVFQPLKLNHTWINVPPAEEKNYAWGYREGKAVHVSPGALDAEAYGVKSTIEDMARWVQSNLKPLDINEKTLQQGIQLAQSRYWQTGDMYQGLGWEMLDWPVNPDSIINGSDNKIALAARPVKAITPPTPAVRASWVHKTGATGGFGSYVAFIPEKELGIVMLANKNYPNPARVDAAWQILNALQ
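20 mM phosphate pH 7.0 + 0.01% (detergent screen) or 0.0001% Triton X-100; 5.3 nM AmpC reagent; cpd preinc 15 min RT; nitrocefin (800 uM stock) to start; A480 q20 s × 4 min; Activity was normalised to no-enzyme and no-compound control wells.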
HCMV antiviral: inhibitors of human cytomegalovirus; HFF cells, HCMV-luciferase reporter, 72 h; hits give low values; activity change, negative = inhibition, % at 57.5 µM; actives 4.5% (n = 410,000); in the data active = activity change below about -60%; inconclusive = no clear call, values can overlap the other calls; inactive = above about -39%; note: % is set by controls: 0 for no effect and ±100 for the full control effect
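Compounds were evaluated in HFFs infected with an HCMV luciferase reporter virus (MOI 1 PFU/cell). Luciferase in lysates collected 72 h post infection served as the replication measure.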
AmpC inh no detg: AmpC beta-lactamase inhibition without detergent | P00811 | AmpC nitrocefin hydrolysis, absorbance 480 nm, 0.0001% Triton | actives 0.52% (n = 330,000) | Potency, µM (top dose mostly 57.1 µM), for the others: top-dose activity change, negative = inhibition, actives largely listed as inhibitors | AID 485341;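 note: potency is the fitted concentration of half-maximal effect; plate controls were no compound for no effect and no enzyme for full effect; nearly all actives have a fitted effect of over 20% in size; some results filed as inactive show a strong effect at the top dose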
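20 mM phosphate pH 7.0 + 0.01% (detergent screen) or 0.0001% Triton X-100; 5.3 nM AmpC reagent; cpd preinc 15 min RT; nitrocefin (800 uM stock) to start; A480 q20 s × 4 min; Activity was normalised to no-enzyme and no-compound control wells.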
CHX counter: affects cycloheximide protein synthesis inhibition readout, counter-screen; cell reporter, cycloheximide protein synthesis inhibition counterscreen; actives 12% (n = 300,000); max response, %; in the data active = max response mostly above about 13%, no sharp cut-off; inactive = mostly below about 14%; note: read at 38.3 µM for the half of the compounds with a filed dose; 0% is about no effect
FBPA Giardia inh: blocks Giardia fructose-bisphosphate aldolase activity; AID 2451; actives 0.71% (n = 290,000); Potency, µM (doses to about 59.6 µM), for the others: top-dose activity, negative = inhibition, hits mostly inhibitors; A8B2U2; purified Giardia FBPA; note: potency is the fitted concentration of half-maximal effect; % is set by controls: 0 for no effect and ±100 for the full control effect; nearly all actives have a fitted effect of over 55% in size
Target sequence (A8B2U2 whole entry, looked up): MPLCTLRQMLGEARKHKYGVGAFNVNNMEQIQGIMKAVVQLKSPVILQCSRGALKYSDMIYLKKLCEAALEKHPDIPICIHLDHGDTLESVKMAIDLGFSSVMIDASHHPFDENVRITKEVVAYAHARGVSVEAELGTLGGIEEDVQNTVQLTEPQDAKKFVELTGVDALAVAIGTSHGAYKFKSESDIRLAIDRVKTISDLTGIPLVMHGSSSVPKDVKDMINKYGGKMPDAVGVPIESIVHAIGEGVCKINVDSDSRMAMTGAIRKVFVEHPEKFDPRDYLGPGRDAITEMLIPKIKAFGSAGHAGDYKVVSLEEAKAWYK
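40 nM FBPA preincubated 10 min at RT with compound (up to 57.5 uM final), then substrate plus GAPDH/TPI/NAD/arsenate coupling and diaphorase/resazurin added. Fluorescence read after 20 min at RT, 525/598 nm.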
AMA1 RON2 block: AMA1-RON2 (P. falciparum) interaction inhibition; actives 0.2% (n = 360,000); Potency, µM (top dose mostly 58.2 µM), for inactives: at the top dose activity change, negative = inhibition, actives largely listed as inhibitors; AlphaScreen AMA1-biotinylated RON2 peptide binding; AID 720542;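 note: potency is the fitted concentration of half-maximal effect; 0% = vehicle wells and -100% = peptide control; nearly all actives have a fitted effect of over 45% in size; some results filed as inactive show a strong effect at the top dose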
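AMA1 (3D7) with his tag at 25 nM final met compounds first, then biotinylated RON2 peptide at 25 nM; detection used donor plus acceptor beads, 10 µg/mL apiece, read by AlphaScreen after 30 min at room temperature.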
Shiga toxin inh: inhibitors of Shiga toxin in Vero cells | actives 9.2% (n = 290,000) | inhibition, % at 38.7 µM | Vero cells, Shiga toxin protein synthesis inhibition reporter; in the data active = inhibition mostly above about 28%, no sharp cut-off; inactive = mostly below about 43%; note: 0% is about no effect
Active calls of the source: *; ? = inconclusive; / = not tested or not shown; & = joins results of further samples; [ ] = another dose, or the depositor's remark. Unless noted, calls come from the whole dose curve; as a rule, active = well fitted curve in the direction sought with a large enough effect; inconclusive = small, poorly fitted or top-dose-only effect, or another doubt; inactive = no such curve, though single readings can be large; an effect the other way counts as inactive or inconclusive.

SMILES | AmpC inh detg | HCMV antiviral | AmpC inh no detg | CHX counter | FBPA Giardia inh | AMA1 RON2 block | Shiga toxin inh
COC(=O)C(C)Sc1nnc(Cc2cc(=O)[nH]c(=O)[nH]2)n1-c1cccc(OC)c1 (stereo not given) | ? | 43 | -14% | -1 | 0% | 6% | 39
CC(C)(C)C(=O)Nc1nc2c(s1)COc1ccccc1-2 | ? | -30 | 0.71µM* | 19* | -10% | 4% | 46*
COc1ccc(N2CCN(C(=O)CCCSc3nc4ccccc4[nH]3)CC2)cc1 | -17% | -19 | 35% | -1 | 0% | -6% | -19
COC(=O)[C@H](CC(C)C)NS(=O)(=O)c1ccccc1 | ? | -15 | -3% | -1 | 5% | -2% | 5
COc1cc([C@H]2[C@@H]3CCCC[C@]3(O)CCN2Cc2ccccc2F)ccc1O | -12% | 51 | 49% | 1 | 3% | -5% | -2
CN(C)Cc1c(O)ccc2occ(C(=O)c3ccccc3)c12 | -14% | 41 | / | 25* | 1% | -10% | 65*
CCn1c(=O)c2c(nc3n2CCS3)n(C)c1=O | -7% | 5 | -23% | -2 | 1% | -17% | -19
CCCOc1ncnc2c1[nH]c1ccccc12 | 2% | -85* | -32% | 42* | -6% | -1% | 60
OCC[C@H]1C[C@@H](O)[C@H](O)[C@]2(Cc3ccccc3CCO2)O1 | -6% | 10 | -14% | / | / | -1% | /
O=C1NC(c2ccccc2)=C(c2ccccc2)C1=O | ? | -15 | -24% | 1 | -13% | 1% | -6
O=C(NNc1ccc(Cl)cc1)c1sccc1Cl | -5% | 45 | -25% | 6 | 0% | 0% | 1
CNc1ccc(/C=C(\C#N)C(=O)Nc2ccccn2)cc1[N+](=O)[O-] | 3% | -9 | -14% | -4 | -7% | -15% | -6
CC(C)C[C@@H]1NC(=O)N(CCCn2ccnc2)C1=O | 4% | 10 | -9% | 1 | 20% | -3% | 18
O=c1c2c(n3nnnc3n1Cc1ccccc1)-c1ccccc1CC21CCCC1 | 13% | ? | -19% | 4 | 0% | -9% | -13
CCN1c2nc3ccccn3c(=O)c2CC2(C(=O)N(C)C(=O)N(C)C2=O)C1C (stereo not given) | -3% | 23 | -26% | -3 | -2% | -6% | 13
COc1ccc(NC(=O)CN(C)C(=O)CN2C(=O)NC3(CCCC3)C2=O)cc1 | -19% | -17 | -3% | / | / | 1% | /
CC(NC(=O)C1CCN(S(=O)(=O)c2cccs2)CC1)c1cccc(Cl)c1 (stereo not given) | 7% | -33 | -27% | / | / | -2% | /
O=C(CCCCCN1C(=O)[C@@H]2Cc3ccccc3CN2C1=O)N[C@@H](Cc1ccc(O)cc1)C(=O)O | ? | 5 | 53% | 1 | 27% | 14% | 4
N/C(=N\OC(=O)CCc1ccccc1)c1cccc(Br)c1 | -5% | ? | -13% | 12 | 1% | 45%[activator] | 15
CCOC(=O)C1CCN(C(=O)CCCn2c(=O)c3cccn3c3cccnc32)CC1 | 5% | ? | 4% | 3 | -8% | 3% | -3
CCCCN(CC)CCNC(=O)c1cc2c(=O)n(C)c3ccccc3c2s1 | 1% | 150 | 28% | -2 | -10% | 1% | 25
FC(F)(F)c1cc(CCN2CCNC[C@@H]2c2ccccc2)cc(C(F)(F)F)c1 | / | 4 | 82%[activator] | / | / | 11% | /
Oc1ccccc1C=NCC(O)c1ccccc1 (stereo not given) | -3% | -8 | -28% | 1 | 9% | -3% | 27
CCOc1ccc(C(=O)Nc2ccc(S(=O)(=O)N3CCOCC3)cc2)cc1OCC | ? | -8 | 80%[activator] | 12 | -3% | 0% | -2
COc1ccc(/C=C2\Oc3cc(OCC(N)=O)ccc3C2=O)cc1OC | 1% | 26 | 75%[activator] | -2 | 24% | 1% | 2
Cc1ccc(S(=O)(=O)Oc2ccc(/C=N/NC(=O)c3c(Cl)cnn3C)cc2)cc1 | 0% | 22 | 9% | 12 | -1% | -3% | 34
Cc1ccc(C(CC(=O)O)NC(=O)c2ccc(S(=O)(=O)N3CCCC3)cc2)cc1 (stereo not given) | ? | -35 | 15% | / | / | 10% | /
CCOc1ccc(CCNC(=O)COC(=O)c2cccc(N(C)C)c2)cc1OCC | -24% | 61 | 95%[activator] | / | / | -21% | /
CN(C)/C=N/c1sc2c(c1C#N)CCC2 | -15% | 13 | 133%[activator] | 43* | -1% | 6% | 13
COc1cc(C(=O)Nc2sc(C)c(C)c2C(=O)O)cc(OC)c1OC | -9% | 9 | 0% | 1 | -4% | -13% | -14
Cc1c(C(=O)NCCSCc2c(F)cccc2Cl)cnn1-c1ccc(Cl)cc1 | 7% | ? | -30% | 1 | -7% | -8% | -12
C[C@H]1CN(S(=O)(=O)c2ccc3c(c2)OCCO3)CCN1S(=O)(=O)c1c(F)cccc1F | / | -10 | -11% | -6 | / | / | -16
CCOC(=O)c1ccc(N2C(=O)C3C(C2=O)C(C(=O)c2ccc(Cl)cc2)N2CCCC32)cc1 (stereo not given) | 5% | 47 | -22% | 2 | 1% | 5% | 3
CCCCCC(O)(CCN1CCCCC1)c1ccc(OCC)cc1 (stereo not given) | ? | 4 | 38% | -4 | 5% | 10% | -10
CCCCCn1c(=O)c(C(=O)Nc2ncccc2C)c(O)c2ccccc21 | ? | -30 | -22% | -2 | -1% | 41%[activator] | -8
CCN1C(=O)[C@H]2[C@@H](c3ccc(-c4ccc(C(C)=O)cc4)cc3)N3CCC[C@@]3(C(=O)OC)[C@H]2C1=O | -13% | -9 | 162%[activator] | / | / | -12% | /
CCOc1ccc(Br)cc1S(=O)(=O)NC1CCCC1 | -19% | -21 | -3% | / | / | 5%[11.6 µM] | /
Cc1ccc(NC(=O)CC2S/C(=N/N=C3\CCCc4ccccc43)NC2=O)cc1 (stereo not given) | -3% | -35 | 3.2µM* | -5 | 0% | 63%[activator] | -8
Nc1nc(SCC(=O)Nc2cc(C(F)(F)F)ccc2N2CCOCC2)n[nH]1 | 6% | 29 | -18% | 7 | 0% | 14% | -2
Cc1ccc(N2CC(C(=O)NCCS(=O)(=O)N3CCN(c4ccccc4F)CC3)CC2=O)cc1 (stereo not given) | 5%&14% | -31&0 | 1% | 14 | -1% | -6% | -4
CCN(CC)C(=O)C(C)OC(=O)COc1ccc(Cl)cc1C (stereo not given) | 0% | -2 | 36% | 1 | 4% | 4% | 12
CC(C)OC(=O)NCCOC(=O)Nc1ccc(Cl)c(Cl)c1 | -12% | 13 | -15% | 6 | -1% | 7% | 11
Cc1[nH]n(-c2ccccc2)c(=O)c1N=Nc1c(O)cc(S(=O)(=O)N(C)C)c2ccccc12 | -14% | -99* | -27% | / | / | 49%[activator] | /
CCOC(=O)c1cc(C)n(Cc2ccc(OCC)c(OC)c2)c1C | -2% | -8 | 121%[activator] | 8 | 1% | -24% | 17
COc1cc(NC(=S)N2CCCC(CO)C2)cc(OC)c1 (stereo not given) | -4% | 37 | -1%[2.29 µM] | 0 | 2% | -17% | 19
CC(=O)Oc1ccc(NC(=O)Cc2ccccc2)c(C(=O)O)c1 | -5% | -24 | -13%[2.29 µM] | -2 | 1% | 9% | -7
COc1ccc(OC)c(NC(=O)CSc2nnc3ccc(-c4ccccn4)nn23)c1 | -12% | -11 | -1% | / | / | -15% | /
NS(=O)(=O)c1ccc(-n2nncc2-c2ccco2)cc1 | -6% | 14 | 22% | -4 | 0% | 0% | -4
Cc1oc2c(CN3CCCCC3C)c(O)ccc2c(=O)c1-c1ccc(Br)cc1 (stereo not given) | 0% | 4 | -5% | -2 | 2% | -3% | 13
CC(=O)c1ccccc1OCCCN1CCCCC1 | -2% | -3 | 2% | 17 | -29% | -28% | 12

Next section
SMILES | AmpC inh detg | HCMV antiviral | AmpC inh no detg | CHX counter | FBPA Giardia inh | AMA1 RON2 block | Shiga toxin inh
N#Cc1c(C(F)(F)F)cc(-c2cccc(Cl)c2)[nH]c1=O | -7% | 12 | -20% | 5 | 17% | 15% | -8
OC(COc1ccc(Br)cc1)Cn1ccnc1 (stereo not given) | ? | -19 | 1% | -1 | 2% | 6% | 3
C/C(=N/NC(=O)Cc1cccc2ccccc12)c1cccs1 | -14% | ? | -17% | 2 | -3% | 31%[activator] | -13
CCOc1ccc(C)cc1S(=O)(=O)Nc1ccc(Cl)cn1 | ? | 20 | -24% | -4 | 12% | 4% | -7
CCCC(=O)Nc1ccc(C(=O)Nc2nc(CC(=O)OCC)cs2)cc1 | ? | 25 | 3% | -2 | -19% | 9% | -9
O=C(Nc1nnc(-c2ccncc2)o1)c1ccc2ccccc2c1 | -8% | -95* | 7% | -2 | 10% | 92%[activator] | -5
CCC(Sc1nc2ccc(N)cc2s1)C(=O)Nc1nccs1 (stereo not given) | -2% | 64 | -7% | 15 | -26% | 31%[activator] | 11
Cc1[nH]c(=O)[nH]c(=O)c1S(=O)(=O)N1CCN(c2cccc(Cl)c2)CC1 | -13%&-4% | -5&2 | -13% | -3 | 4% | 3% | 13
CC(C)CCNC(=O)C(NS(=O)(=O)c1ccc2c(c1)c(=O)n(C)c(=O)n2C)c1ccccc1 (stereo not given) | -6% | -23 | -17% | -3 | 0% | 3% | -9
O=C(CNS(=O)(=O)c1ccc(Br)s1)NCC1COc2ccccc2O1 (stereo not given) | ? | -10 | -17% | -2 | 7% | 12% | -10
Cc1cc(=O)oc2c3c(cc(OCC(=O)NC4CC4)c12)OC(C)(C)CC3 | -9% | -3 | -18% | 1 | -8% | 11% | -4
COCCNS(=O)(=O)c1ccc(Cl)c(C(=O)NC2CCN(Cc3ccccc3)CC2)c1 | -11% | 20 | 5% | -4 | 3% | -1% | -13
O=C(CSc1nnc(-c2ccccc2)o1)NC1CC1 | -2% | -14 | -8% | / | / | -3% | /
N#CCCn1nc(-c2ccccc2)cc1-n1c(C(F)(F)F)nc2ccccc21 | -15% | -16 | 84%[activator] | -2 | -1% | -6% | 2
COc1ccc(NC(=O)c2ccc(S(=O)(=O)N3CCCCC3)cc2)c(OC)c1 | -2% | 0 | -5% | 2 | 6% | -4% | 3
N[C@H](CSC(c1ccccc1)(c1ccccc1)c1ccccc1)C(=O)O | / | / | / | 8 | -26% | / | 4
FC(F)(F)c1nc2nncn2c2c1CCCCC2 | 1% | -2 | -16% | 19 | 0% | 1% | -13
COc1cccc(C2=NOC(C(=O)NC(C)C)C2)c1 (stereo not given) | -6% | -20 | -10% | -3 | 8% | 5% | 25

Entries of single compounds from above.
CCOc1ccc(CCNC(=O)COC(=O)c2cccc(N(C)C)c2)cc1OCC reads AmpC inh detg: -24%; HCMV antiviral: 61; AmpC inh no detg: 95%[activator]; CHX counter: /; FBPA Giardia inh: /; AMA1 RON2 block: -21%; Shiga toxin inh: /
CCCOc1ncnc2c1[nH]c1ccccc12 reads AmpC inh detg: 2%; HCMV antiviral: -85*; AmpC inh no detg: -32%; CHX counter: 42*; FBPA Giardia inh: -6%; AMA1 RON2 block: -1%; Shiga toxin inh: 60

This is a random part of the collection; overall some 16% were active at least once.
